Screening data (PubChem)
mHTT-CaM PPI inh: mutant huntingtin-calmodulin interaction inhibitors – biochemical, AlphaScreen, primary screen | P42858 | AlphaScreen His-mHTT/GST-CaM binding, luminescence | inhibition, % at 15 µM | actives 3.6% (n = 190,000) | AID 1671202, 2021;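 note: 0% = both proteins with DMSO and 100% = one protein alone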
Target sequence (P42858 whole entry, looked up, stated change not applied): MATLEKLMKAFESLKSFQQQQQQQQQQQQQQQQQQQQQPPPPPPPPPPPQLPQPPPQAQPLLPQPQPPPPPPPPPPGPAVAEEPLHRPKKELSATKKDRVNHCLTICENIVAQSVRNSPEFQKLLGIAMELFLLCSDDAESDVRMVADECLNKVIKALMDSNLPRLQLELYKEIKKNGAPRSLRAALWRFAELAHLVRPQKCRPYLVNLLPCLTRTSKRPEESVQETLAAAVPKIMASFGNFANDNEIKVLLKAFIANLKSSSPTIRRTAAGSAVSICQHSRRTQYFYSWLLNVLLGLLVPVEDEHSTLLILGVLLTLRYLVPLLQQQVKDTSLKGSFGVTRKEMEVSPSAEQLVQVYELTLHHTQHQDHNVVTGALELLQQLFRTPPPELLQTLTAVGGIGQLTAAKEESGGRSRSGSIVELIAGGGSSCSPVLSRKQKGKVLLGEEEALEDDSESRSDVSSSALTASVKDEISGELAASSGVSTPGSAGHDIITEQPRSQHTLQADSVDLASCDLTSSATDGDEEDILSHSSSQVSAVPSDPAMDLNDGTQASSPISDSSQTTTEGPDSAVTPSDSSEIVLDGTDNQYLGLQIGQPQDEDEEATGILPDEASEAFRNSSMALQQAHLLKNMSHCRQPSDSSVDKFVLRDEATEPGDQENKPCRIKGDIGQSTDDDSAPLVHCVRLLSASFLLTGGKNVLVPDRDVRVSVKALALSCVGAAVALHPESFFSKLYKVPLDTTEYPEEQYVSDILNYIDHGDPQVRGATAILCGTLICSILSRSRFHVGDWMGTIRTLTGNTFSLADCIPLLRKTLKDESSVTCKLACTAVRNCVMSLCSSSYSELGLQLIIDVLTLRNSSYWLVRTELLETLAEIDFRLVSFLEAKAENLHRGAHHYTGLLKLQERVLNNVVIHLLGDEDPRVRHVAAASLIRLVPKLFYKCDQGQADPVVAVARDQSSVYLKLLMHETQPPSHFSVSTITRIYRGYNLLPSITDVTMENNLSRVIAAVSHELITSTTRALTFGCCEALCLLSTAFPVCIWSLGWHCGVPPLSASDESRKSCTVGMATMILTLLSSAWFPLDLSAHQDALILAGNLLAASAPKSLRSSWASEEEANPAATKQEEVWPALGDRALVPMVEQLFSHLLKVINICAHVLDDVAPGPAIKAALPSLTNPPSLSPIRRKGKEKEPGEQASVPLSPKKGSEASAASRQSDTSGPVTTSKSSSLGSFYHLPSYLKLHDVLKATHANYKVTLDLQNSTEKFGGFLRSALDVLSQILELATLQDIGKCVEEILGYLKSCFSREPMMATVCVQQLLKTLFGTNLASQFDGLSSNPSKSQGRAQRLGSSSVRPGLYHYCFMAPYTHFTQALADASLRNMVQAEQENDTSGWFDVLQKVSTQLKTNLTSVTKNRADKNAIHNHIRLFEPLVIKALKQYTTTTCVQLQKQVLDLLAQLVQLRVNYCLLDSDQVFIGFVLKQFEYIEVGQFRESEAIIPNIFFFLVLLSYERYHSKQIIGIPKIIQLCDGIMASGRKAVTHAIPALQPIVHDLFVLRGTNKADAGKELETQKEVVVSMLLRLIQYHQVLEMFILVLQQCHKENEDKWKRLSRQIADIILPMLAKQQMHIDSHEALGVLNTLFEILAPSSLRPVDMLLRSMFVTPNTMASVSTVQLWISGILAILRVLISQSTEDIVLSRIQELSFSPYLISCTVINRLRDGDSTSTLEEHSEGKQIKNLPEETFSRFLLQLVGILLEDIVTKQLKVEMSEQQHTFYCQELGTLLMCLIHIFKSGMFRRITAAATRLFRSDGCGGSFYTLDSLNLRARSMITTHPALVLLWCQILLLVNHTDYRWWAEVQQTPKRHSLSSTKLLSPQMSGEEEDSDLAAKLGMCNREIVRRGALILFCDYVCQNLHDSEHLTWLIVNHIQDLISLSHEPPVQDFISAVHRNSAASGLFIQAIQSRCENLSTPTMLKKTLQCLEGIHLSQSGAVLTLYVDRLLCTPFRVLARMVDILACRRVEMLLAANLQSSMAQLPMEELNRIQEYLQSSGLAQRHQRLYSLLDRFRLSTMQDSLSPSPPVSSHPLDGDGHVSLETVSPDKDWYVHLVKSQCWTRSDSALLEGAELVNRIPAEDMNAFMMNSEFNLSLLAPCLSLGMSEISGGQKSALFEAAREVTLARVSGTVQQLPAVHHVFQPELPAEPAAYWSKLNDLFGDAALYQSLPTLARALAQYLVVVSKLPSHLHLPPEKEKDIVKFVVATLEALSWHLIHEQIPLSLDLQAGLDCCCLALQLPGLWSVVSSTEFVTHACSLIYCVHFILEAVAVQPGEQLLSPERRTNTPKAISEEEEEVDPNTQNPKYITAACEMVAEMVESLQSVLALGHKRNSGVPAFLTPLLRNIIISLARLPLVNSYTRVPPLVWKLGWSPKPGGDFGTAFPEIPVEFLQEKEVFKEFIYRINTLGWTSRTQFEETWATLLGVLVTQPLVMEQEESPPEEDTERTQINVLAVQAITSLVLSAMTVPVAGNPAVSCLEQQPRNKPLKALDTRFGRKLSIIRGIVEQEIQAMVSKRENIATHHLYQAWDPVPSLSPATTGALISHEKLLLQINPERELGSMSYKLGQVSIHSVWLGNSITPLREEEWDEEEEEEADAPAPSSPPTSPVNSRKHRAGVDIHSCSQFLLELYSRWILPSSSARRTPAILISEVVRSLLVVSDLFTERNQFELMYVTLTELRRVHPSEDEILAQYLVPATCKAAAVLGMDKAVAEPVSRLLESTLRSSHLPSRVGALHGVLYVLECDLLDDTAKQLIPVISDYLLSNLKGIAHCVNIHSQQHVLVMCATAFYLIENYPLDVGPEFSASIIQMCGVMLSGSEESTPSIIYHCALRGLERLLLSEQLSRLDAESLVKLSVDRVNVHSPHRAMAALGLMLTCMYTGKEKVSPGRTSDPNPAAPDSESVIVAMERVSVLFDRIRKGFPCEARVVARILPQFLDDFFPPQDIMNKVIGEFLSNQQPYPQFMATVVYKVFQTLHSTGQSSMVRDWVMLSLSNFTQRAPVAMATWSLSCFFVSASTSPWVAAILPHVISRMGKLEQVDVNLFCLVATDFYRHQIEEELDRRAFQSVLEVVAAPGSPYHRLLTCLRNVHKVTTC
Pf apPOL inh: Pf-apPOL inhibitors, biochemical, fluorescence; Plasmodium falciparum apicoplast DNA polymerase (apPOL); Recombinant Pf-apPOL, molecular beacon fluorescence, 1.5 h; inhibition, % at 10 µM; actives 0.25% (n = 210,000)
Starred values were filed as active, the others as inactive; i = inactive; x = not tested or not shown. Cut-off read from the data, not from the text of the source: active = inhibition above about 50%; inactive = the rest.

molecule	mHTT-CaM PPI inh	Pf apPOL inh
CCOc1ccc(/C=C2\OC(=O)c3c2cc(C)[nH]c3=O)cc1OC	8	-7
ClC1(Cl)CC1CSC1=NCCN1 (configuration not stated)	x	-3
NC(=O)COc1cccc2cccnc12	4	-3
CCCc1cc(C2CCCN2Cc2ccc(O)cc2)no1 (configuration not stated)	4	2
O=C(Nc1ccccc1Cl)N1CCc2nc3cc(-c4ccccc4)[nH]n3c(=O)c2C1	-2	2
CC(C)(C)N=C1Nc2ccccc2NC12CCCN(C(=O)Cc1cccs1)C2 (configuration not stated)	64*	0
CCOc1ccccc1NC(=O)N1CCCC1c1ccc(F)cc1 (configuration not stated)	-3	-6
CCCCC(=O)Nc1nnc(C2CC(=O)N(c3ccc(SC)cc3)C2)o1 (configuration not stated)	13	-1
COc1ccc(-c2ccc(C=C3C(=O)OC(c4ccccc4)OC3=O)o2)c([N+](=O)[O-])c1 (configuration not stated)	3	-3
COCC(=O)N1CCC(c2cnn(-c3ccccc3)c2)CC1	-3	-5
CCNc1cc(N2CCC(CCC(=O)NC(C)C)CC2)ncn1	-3	9
Cc1[nH]nc(-c2cccs2)c1C(=O)NN	x	-4
NC(=O)CCNc1ccc([N+](=O)[O-])cc1Cl	-2	-6
S=c1[nH]nc(-c2ccco2)n1/N=C/c1ccco1	i	x
CC(=O)Nc1ccc(Oc2ccc3c(c2)C(=O)NC3=O)cc1	-1	-6
CCOc1ccc(-c2ncnn2-c2cccc(Cl)c2C)cc1	-5	1
Cn1cnc([N+](=O)[O-])c1Sc1nccc(Nc2ccccc2)c1C#N	-1	-2
Cc1cc(C)n(-c2ccc(Nc3ccc(NC(=O)Nc4ccccc4)cc3)nn2)n1	6	-11
Cc1ccc(C(=O)N2CCCCC2)c(Cl)c1	3	0
O=C(c1cn2cc(-c3ccc(F)c(Cl)c3)ccc2n1)N1CCOCC1	17	-5
O=C(CCCN1C(=O)c2ccccc2C1=O)NC12CC3CC(CC(O)(C3)C1)C2	0	1
O=[N+]([O-])c1cccc(N(CC(O)CN2CCCCC2)S(=O)(=O)c2ccccc2)c1 (configuration not stated)	9	35
CC(C)C(=O)Nc1cccc(NC(=O)c2cccs2)c1	1	-3
O=S(=O)(Nc1ccc2c(c1)oc1ccccc12)c1ccc2ccccc2c1	77*	x
CC(=O)OC1CC2(C)C(CC(O)C3C4(C)CCC(O)C(C)C4CCC32C)C1=C(CCC=C(C)C)C(=O)O (configuration not stated)	x	-14
Nc1nonc1-c1ccc(F)cc1	1	x
O=S(=O)(c1ccc(Br)s1)N1CCC(CN2CCCCC2)CC1	-4	0
O=C(Nc1ccccc1[N+](=O)[O-])c1ccc(I)cc1	18	-7
COc1ccc(C2/C=C\CN(C(=O)CC(C)(C)C)[C@@H](C)C(=O)N2Cc2ccc(F)cc2)cc1 (some centres not stated)	12	-5
COc1ccc(C(=O)Nc2ccc3c(c2)C(=O)N(C)C3=O)c(OC)c1	4	-4
Cc1ccc(S(=O)(=O)N2CCc3c(c(COc4ccccc4)nn3C)C2)cc1C	60*	-4
COc1ccccc1NC(=O)C1=C(C)NC(SC)=C(C#N)C1c1ccccc1F (configuration not stated)	-11	-10
Cc1ccc(CNC2=CC(=O)CC(C)(C)C2)cc1	-2	3
COc1ccc(C(=O)Nc2c3c(nn2C(C)(C)C)CS(=O)(=O)C3)cc1OC	-2	-6
Brc1ccc(-c2nc3ccccc3c3nncn23)cc1	5	-3
Cc1ccc(-c2cn(CC(=O)N3CCN(c4ccccc4)CC3)c(=O)o2)cc1	-7	-4
CN1CCC(N(CC2CCOC2)C(=O)c2ccccc2)CC1 (configuration not stated)	-6	1
Cc1c(NC(=O)C(C)(C)C)cccc1C(=O)O	4	-6
COc1ccc(-c2nc3ccccn3c2C=O)cc1	-1	-6
COC(=O)C1=C(Sc2ccc(Cl)cc2)CSC1	x	-1
Cc1cc(C)n(-c2ccnc(NCc3ccc(Cl)cc3)n2)n1	-14	0
COc1ccc(CNC(=O)CCC2CCCN(C(=O)Nc3cccc(F)c3)C2)cc1 (configuration not stated)	1	-3
Cc1ccc(CN(c2ccc(C(=O)N3CCCC3)cc2)S(C)(=O)=O)cc1	8	-3
Cc1cc(C(=O)O)c(NC(=O)c2ccccc2Br)s1	2	-5
O=C1CC2CS(=O)(=O)CC2N1c1ccc(Cl)cc1Cl (configuration not stated)	0	-1
Cc1ccsc1C(=O)N1CCCC1c1c(C)noc1C (configuration not stated)	6	2
O=C1OC(c2ccc([N+](=O)[O-])cc2)=N/C1=C\c1c(F)cccc1Cl	0	5
COc1cc(NC2=CC(=O)CC(c3ccc(C)cc3)C2)cc(OC)c1 (configuration not stated)	8	-10
O=C(c1cc(=O)c2ccccc2o1)N1CCC(CSC2=NCCS2)CC1	1	-10
O=c1c(=Cc2cn(-c3ccccc3)nc2-c2ccc(F)cc2)sc2nc3ccccc3n12	x	-15
CC1=C(C(=O)Nc2ccccc2C(F)(F)F)C(c2ccccn2)C2=C(CCCC2=O)N1 (configuration not stated)	-2	0
CCOC(Cn1c(SCc2cc(C(C)=O)ccc2OC)nc2ccccc2c1=O)OCC	-1	-6
O=C(CSc1nnc(CCn2ccc(=O)[nH]c2=O)o1)Nc1ccc(F)c(F)c1F	-2	6
O=C(Nc1nnc(-c2cccs2)o1)c1cccc(N2C(=O)CCC2=O)c1	21	2
CCS(=O)(=O)c1ccc2oc(=O)c(C=C(O)c3ccc([N+](=O)[O-])cc3)nc2c1	7	-2
Cn1c(=O)[nH]c(=O)c2c1nc(N1CCCCCC1)n2CCSc1ncccn1	-5	0
COc1ccccc1CN[C@H]1CCC12CCC(c1ccccc1)CC2 (some centres not stated)	-15	-6
O=S(=O)(NCCc1nc2ccccc2[nH]1)c1ccc(Cl)cc1	-3	-2
O=C1CN(C(=O)OCc2ccccc2)CCN1	x	3
C=CC[C@@H]1Cc2c(Br)ccc(Br)c2[C@@H](CC=C)N1	-79	x

Fetched by compound from above:
molecule	mHTT-CaM PPI inh	Pf apPOL inh
CCOC(Cn1c(SCc2cc(C(C)=O)ccc2OC)nc2ccccc2c1=O)OCC	-1	-6
CC1=C(C(=O)Nc2ccccc2C(F)(F)F)C(c2ccccn2)C2=C(CCCC2=O)N1 (configuration not stated)	-2	0

Ordered by count of non-hydrogen atoms (rising): some entries from above
molecule	mHTT-CaM PPI inh	Pf apPOL inh
O=C1CN(C(=O)OCc2ccccc2)CCN1	x	3
C=CC[C@@H]1Cc2c(Br)ccc(Br)c2[C@@H](CC=C)N1	-79	x
Cc1cc(C(=O)O)c(NC(=O)c2ccccc2Br)s1	2	-5
Cc1ccsc1C(=O)N1CCCC1c1c(C)noc1C (configuration not stated)	6	2
O=S(=O)(NCCc1nc2ccccc2[nH]1)c1ccc(Cl)cc1	-3	-2
O=C1OC(c2ccc([N+](=O)[O-])cc2)=N/C1=C\c1c(F)cccc1Cl	0	5
COc1ccccc1CN[C@H]1CCC12CCC(c1ccccc1)CC2 (some centres not stated)	-15	-6
O=C(c1cc(=O)c2ccccc2o1)N1CCC(CSC2=NCCS2)CC1	1	-10
Cn1c(=O)[nH]c(=O)c2c1nc(N1CCCCCC1)n2CCSc1ncccn1	-5	0
O=C(CSc1nnc(CCn2ccc(=O)[nH]c2=O)o1)Nc1ccc(F)c(F)c1F	-2	6
COc1ccc(CNC(=O)CCC2CCCN(C(=O)Nc3cccc(F)c3)C2)cc1 (configuration not stated)	1	-3
CC1=C(C(=O)Nc2ccccc2C(F)(F)F)C(c2ccccn2)C2=C(CCCC2=O)N1 (configuration not stated)	-2	0
O=c1c(=Cc2cn(-c3ccccc3)nc2-c2ccc(F)cc2)sc2nc3ccccc3n12	x	-15

More results follow.
molecule	mHTT-CaM PPI inh	Pf apPOL inh
Cc1ccc2oc(Nc3nc(C)cc(=O)[nH]3)nc2c1	5	1
O=C1OC(/C=C/c2ccccc2)=NC/1=C/c1ccccc1[N+](=O)[O-]	-4	-3
O=C(O)CCNC(=O)/C(=C\c1ccc2c(c1)OCO2)NC(=O)c1ccc(Br)cc1	2	-4
CN1CCC(N2CCN(C3CN(C4CCCCC4)S(=O)(=O)C3)CC2)CC1 (configuration not stated)	0	2
Cc1ccc(CC(=O)NC2CCN(c3ccc(C)c(C)c3)C2=O)cc1 (configuration not stated)	2	1
Cc1nc2cc(-c3noc(CCc4ccccc4)n3)ccc2o1	-32	1
CS(=O)(=O)Nc1cccc(NC(=O)Cc2csc(-n3cccc3)n2)c1	1	-5
Cc1ccc(S(=O)(=O)N(c2ccccc2N2CCOCC2)C(F)F)cc1	-12	-2
CC(=O)Nc1ccc(NC(=O)COc2ccc(Br)cc2Cl)cc1	22	-5
C=CCNC(=O)c1csc(-c2ccc(OC)cc2)n1	4	-3
CC(=O)Nc1cc(C(=O)NCc2ccc(OC(C)C)cc2)c2ccc(C)nc2c1	17	3
CCOc1ccc(N2C(=O)C3C4c5ccccc5C(C)(c5ccccc54)C3C2=O)cc1 (configuration not stated)	-6	-14
COc1ccc(S(=O)(=O)N2CCc3ccccc3C2)cc1C	-7	0
Cn1c(=O)c2ccnn2c2ccc(C(=O)Nc3ccc(F)cc3)cc21	2	2
Cc1ccc(C2=C/C(=C\c3ccc(F)cc3)C(=O)O2)cc1	5	-5
Cc1oc(C2CCN(C(=O)c3ccc(F)c(F)c3)CC2)nc1C(=O)N1CCCCC1	9	-1
C=CCOC(=O)COc1ccc2c(C)c(-c3ccc(OC)cc3)c(=O)oc2c1	-34	3
CN(CC(=O)NCc1ccccc1)S(=O)(=O)c1ccc2[nH]c3c(c2c1)CCCC3	46	-4
O=C(Nc1nc2c(s1)CN(S(=O)(=O)c1ccccc1)CC2)c1ccc(F)cc1	7	-2
COc1cc(OC)cc(C(=O)NCc2ccc(-n3ccnc3)cc2)c1	13	-2
CCOC(=O)/C=C/c1ccc2oc3ccccc3c(=O)c2c1	-8	-1
CCOc1ccc(NC(=O)C(=O)NCc2ccc3c(c2)OCO3)cc1	0	-9
CC1CCN(c2nnc(C(=O)N3CCN(C)CC3)c3ccccc23)CC1	14	-3
COc1cccc(CNC(=O)c2cc3c(n2C)CCN(Cc2cccc(OC)c2)C3)c1	59*	-4
CCCCn1cnc2c(-c3cccc(F)c3)csc2c1=O	-16	-3
CCCCCCCCCNC(=O)[C@H](NC(=O)COc1ccccc1)[C@@H]1N[C@H](C(=O)OC)C(C)(C)S1	3	-2
CCNc1cc(N2CCC(CCC(=O)NCc3ccc(F)cc3)CC2)ncn1	3	-5
COc1cccc(CN2CCc3c(cc(C(=O)Nc4cccc(C)c4C)n3C)C2)c1	43	1
O=C(NCCCN1CCOCC1)C1CCc2sc(C(=O)N3CCCC3)cc2C1 (configuration not stated)	-4	-9
Cn1ccnc1N1CCN(C(=O)C(C)(C)Oc2ccc(Cl)cc2)CC1	4	1
Cc1cccc(-n2nc(C)c3sc(N4CCCN(C(=O)c5cccnc5)CC4)nc32)c1	14	8
Cc1ccc(N(C(=O)Cn2nnnc2N)C2(C(=O)Nc3ccccc3C)CCCCC2)cc1	17	29
O=[N+]([O-])c1cccc(S(=O)(=O)N2CCSC2c2ccccc2Cl)c1 (configuration not stated)	3	-3
COCC(=O)Nc1cccn2nc(C(C)C)nc12	-6	-2
CCn1ccc(C(=O)N2CCCC2c2cc(C(C)C)on2)n1 (configuration not stated)	-7	-1
O=C(c1ccc(F)cc1Cl)N1CCc2nc(-c3ccc(F)cc3)ncc2C1	17	-5
Cc1ccc(Cl)cc1-c1ccc(/C=C/[N+](=O)[O-])o1	77*	0
O=C(NC1CCCCCCC1)C1CCCN1S(=O)(=O)c1ccccc1 (configuration not stated)	-2	-12
Cc1ccc(C(=O)Nc2ccc3nc(SCC(=O)N4CCCC4)sc3c2)cc1	2	-1
COc1cc(C#CC(C)(C)O)c(OC)cc1C#CC(C)(C)O	6	-6
O=C1CC(Sc2nc(-c3cccs3)cc(C(F)(F)F)n2)C2COC1O2 (configuration not stated)	21	-3
O=C1NCCCC1C(=O)NNC(=S)NCc1ccccc1 (configuration not stated)	x	7
CCOc1ccc(-c2cc3n(n2)CCCN(C(=O)NCC2CCCO2)C3)cc1 (configuration not stated)	8	-6
Clc1ccc(C2CC(c3ccc(-c4ccccc4)cc3)Nc3nnnn32)cc1 (configuration not stated)	5	-5
COc1ccc(CC(C)(O)CNC(=O)C(=O)Nc2cc(F)ccc2F)cc1 (configuration not stated)	-8	-5
CCCn1ncc(N2CCC(C(=O)NCCCOCC)CC2)cc1=O	1	-3
C=CCN1C(=O)C2C3c4ccccc4C(C)(c4ccccc43)C2C1=O (configuration not stated)	0	6
Cc1ccc(N=C2C(=O)N(CN3CC(C)OC(C)C3)c3ccccc32)cc1C (configuration not stated)	32	-1
O=[N+]([O-])c1ccc2nc(SCc3nc4ccccc4[nH]3)sc2c1	21	-1
CN(C)c1cnn(-c2ccccc2)c(=O)c1Cl	-2	-2
CN1C(=O)CCC2(CN(C)S(=O)(=O)c3cccnc3)CCCC12 (configuration not stated)	-7	-8
